Source: PubChem
HP1b chromo inh: HP1-beta chromodomain-methylated histone interaction inhibition. P83916. AlphaScreen HP1-beta / biotin-H3K9me3 peptide binding. Potency, µM (top dose mostly 114 µM), for the others: top-dose activity change, negative = inhibition, actives largely listed as inhibitors. hit rate 0.56% among 390,000. AID 540317; note: potency is the fitted concentration of half-maximal effect; nearly all actives have a fitted effect of over 70% in size; inactives centre near 23
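HP1-beta protein (50 nM final) preincubated 30 min at room temperature with biotinylated H3(1-18)K9me3 peptide (50 nM) in PBS pH 7.4, 0.01% Tween-20, then compound added for 30 min. AlphaScreen streptavidin donor/nickel chelate acceptor beads (10 ug/mL final), 30 min dark, luminescence read.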
BAZ2B block: blocks human BAZ2B. Q9UIF8. AlphaScreen BAZ2B-H3K14Ac peptide displacement. Potency, µM (highest dose often 114 µM), inactives show top-dose activity change, negative = inhibition, hits mostly inhibitors. hit rate 4.4% among 360,000. AID 504333; note: potency is the fitted concentration of half-maximal effect; % is set by controls: 0 for no effect and ±100 for the full control effect; nearly all actives have a fitted effect of over 60% in size
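Protein-peptide AlphaScreen: BAZ2B 50 nM, b-H3K14Ac 50 nM, 1x PBS pH 7.4 + 0.01% Tween-20. Preincubation 30 min RT; cpd 30 min RT (top 110 uM); beads 20 min RT, light-protected.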
PI4K2A inh: blocks human PI4K2A kinase activity; purified PI4K2A, ADP-Glo luminescence, 1 h; active compounds read low; activity change, negative = inhibition, % at 76.9 µM; hit rate 0.13% among 420,000; in the data active = activity change below about -50%; inconclusive = mostly about -30% to -49%;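 note: -100% = wells without enzyme as full effect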
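ADP-Glo luminescence measured ADP generated by PI4K2A enzyme (4 ug/mL before mixing) with 1.2 mM PI substrate (pre-mix) and 300 microM ATP (pre-mix). Tris pH7.5 buffer with MgCl2, Triton X-100; 1 h reaction at ambient temperature.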
ERG-DNA inh: blocks human ERG Ets domain binding to DNA; P11308; fluorescence polarization, His-ERG Ets domain / labelled DNA; Potency, µM (series often up to 76.9 µM), for inactives: top-dose FP activity, negative = inhibition, most hits filed as inhibitors; hit rate 0.028% among 370,000; AID 624246; active = well fitted inhibition curve with a large enough effect in the polarisation, with a control signal flat; inconclusive = small, poorly fitted or top-dose-only effect, or effect the other way, or a change in a side signal; inactive = no such curve, though single readings can be large or run the other way; the % refers to the polarisation;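 note: polarization taken with two DNA probes labelled with fluorescein and Texas red; potency is the fitted concentration of half-maximal effect; % of control where 0% means no effect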
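His-tagged ERG Ets domain (1 uM in the protein solution; 300mM KCl, 50mM Tris-HCl, 1mM EDTA, 1mM DTT, pH 7.5) received compound, then a probe mix of 5 nM fluorescein-DNA and 100nM Texas-615-DNA. Fluorescence polarization was read for both dyes.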
JMJD2A Tudor: inhibitors of human JMJD2A Tudor domain | O75164 | AlphaScreen JMJD2A-Tudor / H3K4me3 peptide binding | Potency, µM (titrated, usually from 114 µM), for inactives: at the highest dose activity change, negative = inhibition, hits mostly inhibitors | hit rate 4.4% among 390,000; note: potency is the fitted concentration of half-maximal effect; % is set by controls: 0 for no effect and ±100 for the full control effect; nearly all actives have a fitted effect of over 50% in size
Pin1 inhibitor: inhibitors of human Pin1; Q13526; Pin1 FP peptide displacement, HiFluor488, 10 min; Potency, µM (series often up to 115 µM), without a hit: top-dose activity, negative = inhibition, hits mostly inhibitors; hit rate 0.009% among 390,000; active = well fitted inhibition curve with a large enough effect in the polarisation, with a control signal flat, not every such curve was filed as active; inconclusive = small, poorly fitted or top-dose-only effect, or effect the other way, or a change in a side signal; inactive = no such curve, though single readings can be large or run the other way; the % refers to the polarisation; note: potency is the fitted concentration of half-maximal effect; % is set by controls: 0 for no effect and ±100 for the full control effect
Tb PGK inh: T. brucei PGK inhibition; P07378; PGK/GAPDH coupled, Kinase-Glo luminescence, 60 min; Potency, µM (highest dose often 57.5 µM), for inactives: top-dose activity change, negative = inhibition, usual class: inhibitors; hit rate 0.043% among 380,000; AID 602233; note: potency is the fitted concentration of half-maximal effect; % is set by controls: 0 for no effect and ±100 for the full control effect; nearly all actives have a fitted effect of over 60% in size
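Recombinant glycosomal PGK reaction used 1,3-bisphosphoglycerate generated in-well by GAPDH (100nM final) in 100mM TEA pH 7.6, 5mM MgCl2, 0.01% Tween-20. After 60 minutes at room temperature, ATP was read by Kinase-Glo Plus luminescence end-point.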
GLS inhibitor: blocks human kidney-isoform glutaminase activity. O94925. GLS enzymatic activity, qHTS titration. Potency, µM (titrated, usually from 45.5 µM), without a hit: at the highest dose activity change, negative = inhibition, most hits filed as inhibitors. hit rate 0.21% among 410,000; note: potency is the fitted concentration of half-maximal effect; % is set by controls: 0 for no effect and ±100 for the full control effect
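Enzyme dispensed in phosphate buffer (45 mM, pH 8.2, 0.02% Tween-20), compounds pinned in, then 1 mM L-glutamine solution and the glutamate oxidase–HRP–Amplex Red mix added; fluorescence read immediately and again after 30 min at room temperature.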
G9a inh: G9a (human) methyltransferase inhibition; Potency, µM (doses to about 102 µM), inactives show top-dose activity, negative = inhibition, usual class: inhibitors; hit rate 8.8% among 350,000; G9a H3K9 monomethylation, AlphaScreen, 2 h; note: potency is the fitted concentration of half-maximal effect; % is set by controls: 0 for no effect and ±100 for the full control effect; nearly all actives have a fitted effect of over 75% in size
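G9a (20 nM) preincubated 15 min RT with compounds, then 500 nM biotinylated H3K9 peptide and 20 uM SAM added; 2 h RT reaction. Monomethyl-H3K9 product detected by AlphaScreen with anti-H3K9me1 antibody, streptavidin donor and anti-rabbit IgG acceptor beads.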
Numbers without * were called inactive; i = inactive; ? = inconclusive; / = not tested or not shown; [ ] = remark or other dose. Unless noted, calls come from the whole dose curve; as a rule, active = well fitted curve in the direction sought with a large enough effect; inconclusive = small, poorly fitted or top-dose-only effect, or another doubt; inactive = no such curve, though single readings can be large; an effect the other way counts as inactive or inconclusive.

Values run as follows: GLS inhibitor | ERG-DNA inh | JMJD2A Tudor | Pin1 inhibitor | Tb PGK inh | PI4K2A inh | G9a inh | BAZ2B block | HP1b chromo inh
COC(=O)c1ccc(=O)n(Cc2ccc3c(c2)OCO3)c1
  -9% | -5% | -18% | -5% | -1% | -9 | -14% | 7% | 23%
Cc1cccc(OCCn2nc(C(=O)O)c3ccccc3c2=O)c1
  2% | -1% | -9% | 0% | 2% | 6 | -30%[59 µM] | -8% | 43%[activator]
O=C(Nc1ccccc1O)c1ccc(NS(=O)(=O)c2cccc3cccnc23)cc1
  19% | 20% | -28% | 39%[activator] | i | -7 | ? | -15% | 59%[activator]
Cc1cc(C)c(C(=O)COC(=O)c2cc([N+](=O)[O-])ccc2N2CCOCC2)cc1C
  -7% | / | -26% | 4% | 12% | 6 | 16µM* | -25% | 18%
O=C(NNC(=O)c1cc2ccccc2cc1O)Nc1ccc(F)cc1F
  18% | 12% | -6% | ? | 1% | -1 | -9% | -4% | 31%
N#CCc1ccc(OC(=O)c2cnccc2C(F)(F)F)cc1
  -5% | -2% | -8% | 0% | 4% | 4 | 15% | -6% | 44%[activator]
CCC(CO)NCc1ccccc1OC(C)C (stereo unspecified)
  1% | -4% | -7% | 1% | -5% | -4 | / | 0% | 33%
CN1CCN(C(=O)c2ccc(CS(=O)Cc3ccc(Cl)cc3)o2)CC1 (stereo unspecified)
  0% | -14% | -8% | 5% | -2% | -2 | -8% | 0% | 24%
COc1cc(-c2nc3ccccn3c2N)ccc1O
  18% | -9% | -19% | -1% | 5% | 2 | 50µM* | -31% | 13%
O=C(NCC1CCN(Cc2ccccc2Cl)CC1)c1cc2ccc3cccnc3c2[nH]1
  4% | -12% | -35% | 27% | -4% | 1 | ? | -16%[57.1 µM] | -8%
COC(=O)c1cc(C(=O)OC)n(Cc2ccc(F)cc2)n1
  0% | / | -9% | -1% | / | 3 | 8%[12.7 µM] | 7% | 12%
O=C(CN(C(=O)c1csnn1)c1ccc(F)c(Cl)c1)NC1CCCCC1
  -2% | -4% | -12% | -5% | -5% | 6 | 3% | -2% | 24%
CCOc1ccc(C(=O)NCC(=O)OCc2csc(-c3ccccc3)n2)cc1
  -2% | -2% | 7% | 3% | 2% | -2 | 6%[59 µM] | -6% | 48%[activator]
COCCCNC(=O)CC(NS(=O)(=O)c1ccc(Cl)cc1)c1ccco1 (stereo unspecified)
  1% | 6% | -12% | 1% | -2% | -4 | -5%[59 µM] | 1% | 24%
COc1cccc(NC(=O)c2cccc(C)c2[N+](=O)[O-])c1
  -3% | 12% | 3% | 1% | -8% | 2 | 20% | -14% | 35%

No new results follow: an excerpt of the list.
Values run as follows: GLS inhibitor | ERG-DNA inh | JMJD2A Tudor | Pin1 inhibitor | Tb PGK inh | PI4K2A inh | G9a inh | BAZ2B block | HP1b chromo inh
COC(=O)c1ccc(=O)n(Cc2ccc3c(c2)OCO3)c1
  -9% | -5% | -18% | -5% | -1% | -9 | -14% | 7% | 23%
Cc1cccc(OCCn2nc(C(=O)O)c3ccccc3c2=O)c1
  2% | -1% | -9% | 0% | 2% | 6 | -30%[59 µM] | -8% | 43%[activator]
O=C(Nc1ccccc1O)c1ccc(NS(=O)(=O)c2cccc3cccnc23)cc1
  19% | 20% | -28% | 39%[activator] | i | -7 | ? | -15% | 59%[activator]
Cc1cc(C)c(C(=O)COC(=O)c2cc([N+](=O)[O-])ccc2N2CCOCC2)cc1C
  -7% | / | -26% | 4% | 12% | 6 | 16µM* | -25% | 18%
O=C(NNC(=O)c1cc2ccccc2cc1O)Nc1ccc(F)cc1F
  18% | 12% | -6% | ? | 1% | -1 | -9% | -4% | 31%
N#CCc1ccc(OC(=O)c2cnccc2C(F)(F)F)cc1
  -5% | -2% | -8% | 0% | 4% | 4 | 15% | -6% | 44%[activator]
CCC(CO)NCc1ccccc1OC(C)C (stereo unspecified)
  1% | -4% | -7% | 1% | -5% | -4 | / | 0% | 33%
CN1CCN(C(=O)c2ccc(CS(=O)Cc3ccc(Cl)cc3)o2)CC1 (stereo unspecified)
  0% | -14% | -8% | 5% | -2% | -2 | -8% | 0% | 24%
COc1cc(-c2nc3ccccn3c2N)ccc1O
  18% | -9% | -19% | -1% | 5% | 2 | 50µM* | -31% | 13%

Carrying on.
Values run as follows: GLS inhibitor | ERG-DNA inh | JMJD2A Tudor | Pin1 inhibitor | Tb PGK inh | PI4K2A inh | G9a inh | BAZ2B block | HP1b chromo inh
Nc1ccc(S(=O)(=O)Nc2cc(Cl)c(N)c(Cl)c2)cc1
  40%[activator] | 10% | -14% | -5% | -8% | 0 | / | / | 16%[57 µM]
Cc1cc(Sc2nc(N(C)C)nc(N(C)C)n2)nc(Cl)n1
  -4% | -14% | -9% | -2% | i | -2 | 6% | -24% | 42%[activator]
O=C(OCCCOC(=O)c1cc[n+]([O-])cc1)c1cc[n+]([O-])cc1
  4% | 8% | -18% | 3% | 5% | 1 | -7% | -10% | 14%
CO/N=C(/CNC(=O)c1ccc(Cl)cc1Cl)c1ccc(Cl)cc1
  -4% | 13% | -5% | -9% | -14% | 1 | 34% | -2%[57.1 µM] | 34%
COc1ccc(C(=O)Nc2ccc(S(=O)(=O)Nc3onc(C)c3C)cc2)cc1OC
  0% | 2% | -13% | -4% | -10% | 0 | -44%[59 µM] | -27% | 16%
O=C(Nc1nnc(C2CC2)s1)c1cccc(S(=O)(=O)N2CC(c3ccccc3)CC2=O)c1 (stereo unspecified)
  1% | 3% | -4% | 7% | 0% | -6 | ? | 2% | 21%
CCCCn1c(SCC(=O)Nc2cc(C(F)(F)F)ccc2Cl)nnc1C(CC)N(C)C (stereo unspecified)
  -2% | -14% | -18% | 3% | -4% | -2 | 0%[59 µM] | -8% | 19%
O=C(CCCn1c(=S)[nH]c2ccc(Br)cc2c1=O)N1CCN(c2ccccn2)CC1
  3% | 8% | -12% | 7% | i | 6 | 3% | -1% | 14%
Cc1ccsc1/C=C1\Oc2cc(OCC(=O)c3ccccc3)ccc2C1=O
  -1% | -5% | -8% | ? | -4% | -1 | ? | -33% | 30%
O=C(O)c1ccccc1NC(=O)C1CCCO1 (stereo unspecified)
  3% | 0% | -8% | 2% | / | 4 | -26%[59 µM] | -20% | 13%
Cc1cc(=O)oc2cc(OCCC[n+]3ccccc3)ccc12
  6% | 4% | -10% | -6% | -1% | 189 | -7% | -15% | 28%
Cc1ccc(CNS(=O)(=O)c2c(C(=O)N3CCCCCC3)c(C)n(C)c2C)cc1
  1% | -4% | ? | -4% | 1% | 1 | 21% | -21%[57.1 µM] | -10%
COc1ccc(CN(C)S(=O)(=O)c2nnc(NC(=O)c3ccc(C)cc3)s2)cc1OC
  -3% | 18% | -10% | -10% | 0% | 1 | 0%[59 µM] | -16% | 43%[activator]
Oc1ccc(Cl)cc1CNCc1ccc(Cl)cc1
  30%[activator] | -1% | 8% | 0% | 0% | 2 | -2%[2.33 µM] | 9% | 37%
Cc1ccc2[nH]cc(C(c3ccccc3)c3ccc(C)s3)c2c1 (stereo unspecified)
  7% | -4% | ? | 1% | -8% | -3 | ? | -37% | 8%
NC(=O)CCN1CCN(S(=O)(=O)/C=C/c2ccccc2)CC1
  0% | 0% | -4% | 0% | -2% | 0 | 29% | 3% | 6%
O=C(Cc1c(F)cccc1Cl)NCC1CCCO1 (stereo unspecified)
  -1% | / | -2% | -8% | -7% | -1 | 8%[59 µM] | -6% | 10%
Cn1cc(C[C@H](NC(=O)OC(C)(C)C)C(=O)N[C@@H](CO)Cc2ccccc2)c2ccccc21
  1% | 12% | -16% | -5% | -2% | -2 | / | / | 19%
C=CCNc1nc(Cl)nc(Nc2ccc(OCC)cc2)n1
  0% | 5% | -9% | -4% | -6% | 1 | 18%[59 µM] | -4% | 14%
Cc1cccc(C(=O)N2CCCCC2CCN2CCCCC2)c1 (stereo unspecified)
  1% | -1% | -16% | -8% | -8% | -2 | -33%[59 µM] | -17% | 4%
O=C1N(Cc2ccccc2)CCCC12CCCN(Cc1ccccc1)C2=O
  -1% | -1% | -6% | -13% | -4% | -2 | -25%[59 µM] | 1% | 21%
COc1ccc(CC(=O)Nc2cccc(S(=O)(=O)N3CCCCCC3)c2)cc1OC
  -3% | -13% | -27% | -3% | -6% | 0 | -13%[59 µM] | -37% | -7%
CCCc1c(C(=O)N2CCN(c3ccccc3OC)CC2)cnn1-c1ccccc1
  -3% | 7% | -18% | 6% | 15% | 5 | / | -32% | 9%
CCc1c(Cl)nc(N)nc1Nc1ccccc1C
  -1% | 1% | -11% | -3% | -6% | 1 | / | / | 4%
Cc1ccccc1CNC(=O)C1CCCN(c2nnc(C)c3c(C)n(-c4ccccc4)nc23)C1 (stereo unspecified)
  5% | -2% | ? | ? | -5% | 4 | 56µM* | ? | 14%
COc1ccc(C(CNC(=O)c2oc3ccc(OC)cc3c2C)N2CCCC2)cc1 (stereo unspecified)
  -1% | 13% | -30% | 20% | -4% | 2 | ? | -6% | 11%
O=C(CSc1nnc(NC(=O)C2CC2)s1)Nc1ccc(F)cc1
  4% | -11% | 9%[57.1 µM] | 7% | -1% | 0 | -2% | 5% | 13%
CC(=O)NC(Cc1ccccc1)C(=O)Oc1ccc2ccccc2c1 (stereo unspecified)
  6% | -3% | -12% | 3% | 7% | 5 | / | / | 22%
